Bim-Bcl-B: inhibitors of Bim-Bcl-B binding, primary screen, biochemical, multiplexed, human Bcl-2 family | Bcl-2-like protein 10 (Homo sapiens), Q9HD36 | bead-based flow cytometry, Bim peptide-Bcl-B binding | inhibition, % at 10 µM | 0.073% of 190,000 active | AID 951, 2007;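 note: 0% = tracer peptide without compound and 100% = reference inhibitor peptide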
Target sequence (Q9HD36 whole entry, looked up): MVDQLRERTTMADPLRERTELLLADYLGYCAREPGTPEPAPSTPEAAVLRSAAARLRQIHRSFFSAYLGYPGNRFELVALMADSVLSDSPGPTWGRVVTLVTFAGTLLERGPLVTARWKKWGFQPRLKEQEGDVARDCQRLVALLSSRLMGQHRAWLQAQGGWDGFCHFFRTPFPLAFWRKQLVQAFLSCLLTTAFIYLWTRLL
Mcl-1 Bim block: inhibitors of Bim peptide binding to Mcl-1, primary screen, biochemical, bead-based flow cytometry, multiplex; Induced myeloid leukemia cell differentiation protein Mcl-1 (Homo sapiens), Q07820; Bim peptide-Mcl-1 binding; inhibition, % at 10 µM; 0.1% of 190,000 active; AID 1009, 2008;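 note: 0% = no compound tracer wells and 100% = peptide blocker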
RGS8-Gao: RGS8-Galphao binding modulators, primary screen, biochemical, multiplexed bead flow cytometry | Guanine nucleotide-binding protein G(o) subunit alpha (Homo sapiens), P09471 | AID 1423, 2008 | actives lie on both sides | response (percent of control binding), % at 10 µM | 0.34% of 220,000 active; in the data active = response below about 60% or above about 140%; inactive = in between;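 note: Galphao activated as the GDP aluminium fluoride complex binding bead-coupled RGS8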
Target sequence (P09471 whole entry, looked up): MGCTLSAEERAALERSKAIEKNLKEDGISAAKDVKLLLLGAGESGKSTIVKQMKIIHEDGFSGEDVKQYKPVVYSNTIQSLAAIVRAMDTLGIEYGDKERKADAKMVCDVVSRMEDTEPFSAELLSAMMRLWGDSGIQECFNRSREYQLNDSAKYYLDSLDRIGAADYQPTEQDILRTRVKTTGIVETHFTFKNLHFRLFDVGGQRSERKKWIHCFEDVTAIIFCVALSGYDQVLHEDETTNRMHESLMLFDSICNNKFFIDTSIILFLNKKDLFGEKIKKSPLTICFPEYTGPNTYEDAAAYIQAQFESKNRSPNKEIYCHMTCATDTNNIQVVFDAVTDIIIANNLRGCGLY
Mcl1-Noxa inh: Mcl-1/Noxa binding inhibitors, primary screen, biochemical, TR-FRET, 1536-well | AID 1022, 2008 | Induced myeloid leukemia cell differentiation protein Mcl-1 (Homo sapiens), Q07820 | 1.5% of 220,000 active | TR-FRET Mcl-1/Noxa peptide binding, 2 h | inhibition, % at 21.7 µM;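 active = compounds that cut the protein-peptide binding signal by more than 50% relative to plate controls in a single-dose test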;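 note: His-tagged Mcl-1 with rhodamine Noxa BH3 peptide and terbium anti-His antibody; 0% = Mcl-1 plus Noxa peptide wells and 100% = peptide-only wells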
RGS7-Gao reg: RGS7-Galphao binding modulators, primary screen, biochemical, multiplexed bead flow cytometry | Guanine nucleotide-binding protein G(o) subunit alpha (Homo sapiens), P09471 | AID 1439, 2008 | 0.35% of 220,000 active | binding response (% of control), % at 10 µM | actives lie on both sides; in the data active = binding response below about 49% or above about 150%; inconclusive = no clear call, values can overlap the other calls; inactive = in between;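 note: fluorescent Galphao held in activated GDP-AlF4 state binding bead-coupled RGS7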
Bim-Bcl-W: inhibitors of Bim binding to Bcl-W, primary screen, biochemical, multiplexed, bead-based flow cytometry; AID 952, 2007; inhibition, % at 10 µM; 0.02% of 190,000 active; Bim peptide-Bcl-W binding;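 note: 0% = bound tracer without compound and 100% = peptide blocker; higher means less fluorescent Bim peptide bound to Bcl-W beads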
Bfl-1 Bim block: inhibitors of Bim binding to Bfl-1, primary screen, biochemical, multiplexed, bead-based flow cytometry; inhibition, % at 10 µM; AID 1008, 2008; Bcl-2-related protein A1 (Homo sapiens), Q16548; 0.12% of 190,000 active; Bim-Bfl-1 binding inhibition;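 note: 0% = wells without compound plus tracer and 100% = blocker peptide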
Bim-Bcl-XL: inhibitors of Bim-Bcl-XL binding, primary screen, biochemical, multiplexed, bead flow cytometry, human Bcl-XL; Bim peptide-Bcl-XL binding, fluorescence; inhibition, % at 10 µM; 0.04% of 190,000 active
Target sequence (Q07817 whole entry, looked up): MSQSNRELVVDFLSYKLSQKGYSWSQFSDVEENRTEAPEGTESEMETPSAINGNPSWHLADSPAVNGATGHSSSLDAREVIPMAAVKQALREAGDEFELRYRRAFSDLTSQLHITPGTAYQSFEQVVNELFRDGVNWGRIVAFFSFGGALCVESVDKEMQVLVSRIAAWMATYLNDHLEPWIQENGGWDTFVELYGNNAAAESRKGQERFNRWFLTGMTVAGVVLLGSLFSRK
Mcl1-Bid inh: Mcl-1/Bid binding inhibitors, primary screen, biochemical, TR-FRET, 1536-well | TR-FRET Mcl-1/Bid-Dy647 peptide binding | Induced myeloid leukemia cell differentiation protein Mcl-1 (Homo sapiens), Q07820 | 0.97% of 220,000 active | AID 1021, 2008 | inhibition, % at 21.7 µM;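 active = compounds that cut the binding signal by more than half at the single screening dose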;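 note: His-tagged Mcl-1 with europium anti-His antibody binding Bid BH3 peptide; 0% = Mcl-1 plus peptide wells and 100% = peptide-only wells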
Bcl-2 Bim block: inhibitors of Bim-Bcl-2 binding, primary screen, biochemical, multiplexed, human Bcl-2 family. Apoptosis regulator Bcl-2 (Homo sapiens), P10415. Bead-based flow cytometry, Bim peptide-Bcl-2 binding. inhibition, % at 10 µM. 0.06% of 190,000 active; in the data active = inhibition above about 40%; inconclusive = no clear call, values can overlap the other calls;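 note: 0% = no compound wells with probe peptide and 100% = reference peptide inhibitor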
Target sequence (P10415 whole entry, looked up): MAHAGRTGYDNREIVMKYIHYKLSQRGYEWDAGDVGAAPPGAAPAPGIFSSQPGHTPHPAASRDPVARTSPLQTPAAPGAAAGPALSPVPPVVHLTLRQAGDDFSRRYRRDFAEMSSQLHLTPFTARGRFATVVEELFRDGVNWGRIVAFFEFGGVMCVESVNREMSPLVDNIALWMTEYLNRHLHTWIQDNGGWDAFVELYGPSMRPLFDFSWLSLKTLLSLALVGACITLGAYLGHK
RGS4-Gao reg: modulators of RGS4 binding to Galphao, primary screen, biochemical, multiplexed bead flow cytometry; actives lie on both sides; binding response (% of control), % at 10 µM; 0.33% of 220,000 active; AID 1415, 2008; in the data active = binding response below about 49% or above about 150%; inactive = in between;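 note: fluorescent Galphao activated with aluminum fluoride binding bead-coupled RGS4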
Active calls of the source: *; ? = inconclusive; / = not tested or not shown. Cut-off read from the data, not from the text of the source, unless noted: active = inhibition above about 40%.

SMILES | Bim-Bcl-B | Mcl-1 Bim block | RGS8-Gao | Mcl1-Noxa inh | RGS7-Gao reg | Bim-Bcl-W | Bfl-1 Bim block | Bim-Bcl-XL | Mcl1-Bid inh | Bcl-2 Bim block | RGS4-Gao reg
Cc1c(O)ccc2c(CN3CCN(CCO)CC3)cc(=O)oc12 | -4 | -1 | 101 | 6 | 102 | -1 | -1 | -5 | -1 | 1 | 103
Cc1ccc(C)c(N(C)S(=O)(=O)c2ccc3[nH]cc(C(=O)NCCN4CCOCC4)c(=O)c3c2)c1 | -5 | -2 | 105 | 35 | 100 | -2 | -3 | -8 | 20 | 0 | 103
S=C(Nc1cccc2ccccc12)NC1CCCCC1 | -4 | -3 | 102 | 25 | 102 | -2 | -7 | -1 | -24 | -6 | 97
O=C(Nc1ccc2ccccc2c1)[C@@H]1C[C@H]1[C@@H](NP(=O)(c1ccccc1)c1ccccc1)c1ccccc1 | -7 | -3 | 106 | 18 | 102 | -2 | -3 | -4 | 2 | -7 | 103
Cc1ccc(S(=O)(=O)NC(=O)NCc2ccccc2)cc1 | -9 | -2 | 101 | 28 | 100 | 4 | -15 | 0 | -5 | -9 | 103
CCCCn1c(SCC(=O)c2ccccc2)nc2ccsc2c1=O | 2 | -3 | 103 | 22 | 98 | 1 | 8 | 1 | -16 | 6 | 101
CC(=O)NC1(c2ccccc2)CCN(Cc2nnnn2C(C)(C)C)CC1 | -3 | -6 | 105 | 21 | 105 | -6 | -3 | -9 | 2 | -6 | 104
CCN1CCN(Cc2c(C)[nH]c3ccc(OC)cc3c2=O)CC1 | -2 | -3 | 100 | -6 | 100 | 0 | -2 | -1 | -17 | 1 | 101
COc1ccc(C(=O)NCC(C)(C)SCc2c(C)cc(C)cc2C)cc1 | -11 | -5 | 102 | 21 | 107 | -4 | -18 | -8 | 13 | -16 | 103
COC(=O)c1cccc(NC(=O)CSc2nnc(COc3ccc(C#N)cc3)n2-c2ccccc2)c1 | -10 | -2 | 106 | -8 | 99 | -1 | -10 | -9 | 6 | -9 | 105
Cn1c(C(=O)NCCCN2CCOCC2)cc2c(=O)n(C)c3ccccc3c21 | -4 | 1 | 106 | 16 | 101 | 2 | -7 | 0 | -9 | -5 | 101
Fc1ccc(Nc2ccc3ccccc3n2)c(F)c1 | 1 | 0 | 103 | 22 | ? | 6 | 0 | 2 | 14 | -2 | 105
COc1ccc2c(c1)[nH]c1c(=O)n(Cc3ccco3)cnc12 | 0 | -1 | 97 | 16 | 97 | 2 | 0 | -2 | -15 | -1 | 96
CCOC(=O)c1sc(NC(C)=O)c(C(=O)OCC)c1C | -3 | -2 | 103 | 5 | 100 | 0 | 0 | -3 | -38 | 0 | 100
COCCN(C(=O)CCc1ccc(OC)cc1)c1nnc(-c2ccncc2)s1 | -3 | 0 | 103 | 26 | 105 | 0 | -4 | -2 | -15 | -4 | 102
COC(OC)c1ccnc(-c2ccc(OC(C)=O)cc2)n1 | -6 | -5 | 97 | 2 | 103 | -3 | -3 | -1 | -6 | -3 | 98
O=C(Cc1csc(NC(=O)c2ccccc2)n1)NO | -4 | 0 | 103 | 11 | 102 | 1 | -5 | -2 | 0 | -5 | 106
C=CCn1nnnc1-c1cc(Cl)cc(Cl)c1 | 0 | 0 | 102 | -5 | 100 | 0 | -4 | -2 | -10 | -2 | 103
CSc1nc(N2CCOCC2)c2sccc2n1 | 0 | 3 | 101 | 12 | 92 | 1 | -3 | -2 | 0 | 0 | 101
Cc1cccc(OCC(=O)N/N=C/CC(C)c2ccccc2)c1C (centres undefined) | -5 | -3 | 102 | 21 | 102 | -2 | -1 | -2 | -9 | -1 | 101
COc1ccc(Br)c(C(=O)N2CCN(S(=O)(=O)/C=C/c3ccccc3)CC2)c1 | -2 | 0 | 104 | 2 | 91 | 0 | -5 | -2 | -13 | 0 | 91
Cc1ccc2cc(CN(CC3CCCO3)C(=S)NCc3ccco3)c(=O)[nH]c2c1 (centres undefined) | -8 | -1 | 101 | 4 | 102 | -4 | -3 | -10 | -17 | -1 | 101
O=C(CCCN1C(=O)c2cccnc2C1=O)Nc1ccc(Br)cc1 | -7 | -3 | 96 | 2 | ? | 1 | -7 | -1 | -20 | -7 | 99
Cc1ccc(NC(=O)C(=O)NN=C2CCCC2)cc1C | -4 | -11 | 100 | 3 | 100 | -7 | -6 | -2 | -45 | -3 | 103
CCC1=C2CC[C@H]3C(=O)N(CC)C(=O)[C@H]3[C@H]2[C@@]2(Cc3ccccc3)C(=NCc3ccccc3)OC(=O)N2C1=O | / | / | 100 | -6 | ? | / | / | / | -53 | / | 100
(cont.)
SMILES | Bim-Bcl-B | Mcl-1 Bim block | RGS8-Gao | Mcl1-Noxa inh | RGS7-Gao reg | Bim-Bcl-W | Bfl-1 Bim block | Bim-Bcl-XL | Mcl1-Bid inh | Bcl-2 Bim block | RGS4-Gao reg
Cc1cc(C)c(C)c(/C=C(/C#N)C(N)=S)c1C | -2 | -3 | 102 | 19 | 99 | -2 | 0 | -2 | -39 | 3 | 99
COCCN1C(=O)C(=O)/C(=C(/O)c2ccc(S(=O)(=O)N3CCOCC3)cc2)C1c1ccc(O)cc1 (centres undefined) | / | / | 99 | 13 | ? | / | / | / | 6 | / | 96
N#C/C(=N\Nc1ccccc1)C(N)=S | / | / | 100 | 10 | ? | / | / | / | -90 | / | 100
COc1ccccc1NC(=O)c1ccc(NC(=O)CN2C(=O)CN(C)C2=O)cc1 | 2 | 0 | 97 | -2 | ? | -2 | 6 | -1 | -16 | 0 | 98
CC(=O)NNC(=O)c1cc2c3ccccc3n(C)c2s1 | -6 | -4 | 101 | 19 | 99 | -1 | -3 | -5 | -14 | -4 | 98
Cc1ccc(OCCCn2c(=O)sc3ccccc32)cc1 | -3 | 2 | 99 | -13 | 103 | 2 | -9 | -3 | -5 | -6 | 103
O=C(NCc1ccccc1)C(=O)NCC1OCCN1S(=O)(=O)c1ccc([N+](=O)[O-])cc1 (centres undefined) | -8 | 3 | 97 | 18 | 101 | -3 | -6 | -3 | 2 | -1 | 101
CC(C)[C@H](NC(=O)c1ccco1)C(=O)NC12CC3CC(CC(C3)C1)C2 | 4 | 3 | 102 | 11 | ? | 6 | -3 | 10 | -26 | 0 | 105
CCC(=O)c1ccc(OCc2ccc(C(=O)OC)cc2)c(OC)c1 | 1 | 1 | 112 | -1 | 102 | 2 | 2 | -2 | 4 | -1 | 100
COc1ccc(C(=O)/C(=C/O)N=Nc2ccc(F)cc2)cc1 | 0 | 2 | 100 | 23 | 99 | -3 | -1 | 0 | -8 | 0 | 97
O=C(NCc1ccc(F)cc1)C(=O)NCC1OCCN1C(=O)c1ccc(Cl)cc1 (centres undefined) | 2 | 0 | / | 20 | / | 3 | 1 | 1 | -1 | 4 | /
O=C(CSc1nnc(-c2ccccc2Br)o1)N1CCc2ccccc2C1 | -2 | 1 | 93 | 5 | 91 | 3 | -7 | -1 | -33 | -2 | 91
COc1ccc(C2=CC(c3cccc(OC)c3)n3nnnc3N2)cc1 (centres undefined) | -5 | -3 | 98 | 0 | 94 | -5 | -6 | -5 | -27 | -7 | 97
COC(=O)c1ccc(/C=N/OCC(=O)Nc2cc(F)ccc2F)cc1 | -2 | 0 | 100 | 1 | ? | -1 | -5 | -5 | -6 | -1 | 100
COc1ccc(OCC(=O)Nc2ccc(S(=O)(=O)N3CCCCCC3)cc2)cc1 | -13 | -2 | 100 | 9 | 102 | 0 | -18 | -4 | 5 | -14 | 104
COc1cccc(/C=N/NC(N)=S)c1OCc1ccccc1Cl | -3 | -2 | 101 | 19 | 105 | 0 | 4 | -2 | -115 | 3 | 104

A second format for two compounds above.
Compound,Bim-Bcl-B,Mcl-1 Bim block,RGS8-Gao,Mcl1-Noxa inh,RGS7-Gao reg,Bim-Bcl-W,Bfl-1 Bim block,Bim-Bcl-XL,Mcl1-Bid inh,Bcl-2 Bim block,RGS4-Gao reg
COc1ccc(C2=CC(c3cccc(OC)c3)n3nnnc3N2)cc1 (centres undefined),-5,-3,98,0,94,-5,-6,-5,-27,-7,97
COC(=O)c1ccc(/C=N/OCC(=O)Nc2cc(F)ccc2F)cc1,-2,0,100,1,?,-1,-5,-5,-6,-1,100

For convenience, 12 of the compounds above.
SMILES | Bim-Bcl-B | Mcl-1 Bim block | RGS8-Gao | Mcl1-Noxa inh | RGS7-Gao reg | Bim-Bcl-W | Bfl-1 Bim block | Bim-Bcl-XL | Mcl1-Bid inh | Bcl-2 Bim block | RGS4-Gao reg
CC(=O)NNC(=O)c1cc2c3ccccc3n(C)c2s1 | -6 | -4 | 101 | 19 | 99 | -1 | -3 | -5 | -14 | -4 | 98
Cc1ccc(OCCCn2c(=O)sc3ccccc32)cc1 | -3 | 2 | 99 | -13 | 103 | 2 | -9 | -3 | -5 | -6 | 103
O=C(NCc1ccccc1)C(=O)NCC1OCCN1S(=O)(=O)c1ccc([N+](=O)[O-])cc1 (centres undefined) | -8 | 3 | 97 | 18 | 101 | -3 | -6 | -3 | 2 | -1 | 101
CC(C)[C@H](NC(=O)c1ccco1)C(=O)NC12CC3CC(CC(C3)C1)C2 | 4 | 3 | 102 | 11 | ? | 6 | -3 | 10 | -26 | 0 | 105
CCC(=O)c1ccc(OCc2ccc(C(=O)OC)cc2)c(OC)c1 | 1 | 1 | 112 | -1 | 102 | 2 | 2 | -2 | 4 | -1 | 100
COc1ccc(C(=O)/C(=C/O)N=Nc2ccc(F)cc2)cc1 | 0 | 2 | 100 | 23 | 99 | -3 | -1 | 0 | -8 | 0 | 97
O=C(NCc1ccc(F)cc1)C(=O)NCC1OCCN1C(=O)c1ccc(Cl)cc1 (centres undefined) | 2 | 0 | / | 20 | / | 3 | 1 | 1 | -1 | 4 | /
O=C(CSc1nnc(-c2ccccc2Br)o1)N1CCc2ccccc2C1 | -2 | 1 | 93 | 5 | 91 | 3 | -7 | -1 | -33 | -2 | 91
COc1ccc(C2=CC(c3cccc(OC)c3)n3nnnc3N2)cc1 (centres undefined) | -5 | -3 | 98 | 0 | 94 | -5 | -6 | -5 | -27 | -7 | 97
COC(=O)c1ccc(/C=N/OCC(=O)Nc2cc(F)ccc2F)cc1 | -2 | 0 | 100 | 1 | ? | -1 | -5 | -5 | -6 | -1 | 100
COc1ccc(OCC(=O)Nc2ccc(S(=O)(=O)N3CCCCCC3)cc2)cc1 | -13 | -2 | 100 | 9 | 102 | 0 | -18 | -4 | 5 | -14 | 104
COc1cccc(/C=N/NC(N)=S)c1OCc1ccccc1Cl | -3 | -2 | 101 | 19 | 105 | 0 | 4 | -2 | -115 | 3 | 104

Screening results deposited in PubChem BioAssay by several laboratories.
